Assay outcomes as filed in PubChem.
B2AR arrestin – recruits beta-arrestin to the human beta2-adrenergic receptor; beta-arrestin recruitment to beta2AR, cell-based reporter; P07550; actives 0.02% (n = 330,000); Potency, µM (doses to about 46.1 µM), for inactives: top-dose activation, usual class: activators; AID 492947;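 note: potency is the fitted concentration of half-maximal effect; 0% = DMSO controls and full agonism = EC100 isoproterenol or metaproterenol; nearly all actives have a fitted effect of over 65% in size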
a7 integrin act – activates integrin-mediated alleviation for muscular dystrophy; actives 0.064% (n = 350,000); alpha7betagal myoblasts, beta-gal FDG fluorescence, 48 h; Potency, µM (highest dose often 38.3 µM), without a hit: at the top dose activation, most hits filed as activators;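 note: potency is the fitted concentration of half-maximal effect; 100% = response of the positive control SU9516; nearly all actives have a fitted effect of over 60% in size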
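Alpha7betagal+/- myoblasts (passage 13) were plated 16-24 hr, then exposed to compounds (1:260 dilution of DMSO stock) for 48 hours at 37C. After MPER lysis, β-galactosidase reporter activity was read as FDG fluorescence (ex 480/em 540) after 30 minutes.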
Menin-MLL TR inh – menin-MLL binding inhibition, Texas Red mutant peptide; Menin + Texas Red MLL mutant peptide, fluorescence polarization; Potency, µM (doses to about 61.6 µM), for inactives: at the top dose FP activity change, negative = inhibition, most hits filed as inhibitors; actives 0.23% (n = 270,000); active = well fitted inhibition curve with a large enough effect in the polarisation, with a control signal flat, not every such curve was filed as active; inconclusive = small, poorly fitted or top-dose-only effect, or effect the other way, or a change in a side signal; inactive = no such curve, though single readings can be large or run the other way; the % refers to the polarisation; note: potency is the fitted concentration of half-maximal effect; % of control where 0% means no effect; many of its hits are not listed in these tables
Chronic BCR inh – inhibitors of chronic active B-cell receptor signaling; ABC-DLBCL IkBa-CBG/CBR reporter, luminescence ratio, 4 h; Potency, µM (series often up to 46.1 µM), for the others: at the highest dose ratio change, negative = lower green/red ratio, most hits filed as inhibitors; actives 0.05% (n = 340,000); AID 493014; active = well fitted inhibition curve with a large enough effect in the signal ratio, with a control signal flat, not every such curve was filed as active; inconclusive = small, poorly fitted or top-dose-only effect, or effect the other way, or a change in a side signal; the % refers to the signal ratio;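 note: potency is the fitted concentration of half-maximal effect; plate controls were basal doxycycline-induced cells for no effect and cells given 10 µM MG132 for full effect; MG132 reads +100%, hits lower the ratio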
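Compounds up to 46 uM were incubated four hours with TMD8 cells whose green CBG68 luciferase is fused to IkappaBalpha; red CBR luminescence normalised the signal, and concentration-effect curves were fitted to fusion, red and ratio data.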
ASM inhibitor – blocks human secretory acid sphingomyelinase; actives 0.006% (n = 340,000); AID 504937; Potency, µM (doses to about 57.5 µM), for the others: at the highest dose activity change, negative = inhibition, most hits filed as inhibitors; placental ASM, HMU-PC fluorogenic substrate, 60 min; note: potency is the fitted concentration of half-maximal effect
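Human placenta-derived ASM enzyme was preincubated with compound for 10 minutes at room temperature, then given fluorogenic substrate HMU-PC0 (9 uM final) for 60 minutes at 37 °C; a pH 10 stop preceded fluorescence reading at Ex 386/Em 447 nm.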
Tb PFK block – blocks T. brucei phosphofructokinase; AID 485367; O15648; T. brucei PFK, ADP-Glo luminescence; Potency, µM (top dose mostly 57.5 µM), without a hit: at the top dose activity, negative = inhibition, usual class: inhibitors; actives 0.17% (n = 330,000);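 note: potency is the fitted concentration of half-maximal effect; 0% = uninhibited 1x PFK enzyme wells and -100% = no-enzyme wells; nearly all actives have a fitted effect of over 60% in size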
Target sequence (O15648 whole entry, looked up): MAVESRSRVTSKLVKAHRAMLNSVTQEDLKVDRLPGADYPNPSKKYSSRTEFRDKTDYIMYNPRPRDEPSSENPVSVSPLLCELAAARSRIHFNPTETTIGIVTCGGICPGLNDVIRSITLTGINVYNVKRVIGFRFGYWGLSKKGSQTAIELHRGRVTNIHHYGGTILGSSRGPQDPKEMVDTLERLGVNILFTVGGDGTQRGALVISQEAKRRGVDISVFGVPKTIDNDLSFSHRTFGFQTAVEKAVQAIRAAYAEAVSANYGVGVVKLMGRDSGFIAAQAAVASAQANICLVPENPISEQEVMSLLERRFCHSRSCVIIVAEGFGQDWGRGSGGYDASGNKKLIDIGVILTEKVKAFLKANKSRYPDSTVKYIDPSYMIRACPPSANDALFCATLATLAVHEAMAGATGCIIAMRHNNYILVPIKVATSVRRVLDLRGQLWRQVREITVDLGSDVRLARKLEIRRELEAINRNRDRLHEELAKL
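1.25 nM PFK with 0.5 mM F6P and 0.1 mM ATP in 0.1 M TEA pH 8.0, 5 mM MgCl2, incubated 45 min at room temperature; ADP measured by ADP-Glo luminescence; compounds titrated up to 57 uM.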
PKM2 activator – PKM2 (human) enzyme activation; P14618; actives 0.34% (n = 260,000); Potency, µM (top dose mostly 57.5 µM), without a hit: top-dose activation, actives largely listed as activators; purified PKM2, Kinase-Glo ATP luminescence, activation; response scale: 0% is enzyme alone, no compound; note: potency is the fitted concentration of half-maximal effect; % is set by controls: 0 for no effect and ±100 for the full control effect; nearly all actives have a fitted effect of over 55% in size
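Purified hPK-M2 (>95%) run at intermediate activity with 0.1 mM ADP and 0.5 mM PEP in 50 mM imidazole pH 7.2, KCl, MgCl2; 1 h room temperature. ATP formed read by Kinase-Glo luminescence; normalized to uninhibited and no-enzyme controls.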
TSG101-PTAP inh – blocks PTAP/TSG101 interaction to inhibit HIV-1 budding; Q99816; 340,000 tested, under 10 active; Fluorescence polarization, FITC-PTAP peptide / Tsg101 binding; AID 493005; Potency, µM (top dose mostly 115 µM), for the others: at the top dose activity change, negative = inhibition, hits mostly inhibitors; active = well fitted inhibition curve with a large enough effect in the main read-out, with a control signal flat, not every such curve was filed as active; inconclusive = small, poorly fitted or top-dose-only effect, or effect the other way, or a change in a side signal; inactive = no such curve, though single readings can be large or run the other way; note: potency is the fitted concentration of half-maximal effect; % of control where 0% means no effect
Target sequence (Q99816 whole entry, looked up): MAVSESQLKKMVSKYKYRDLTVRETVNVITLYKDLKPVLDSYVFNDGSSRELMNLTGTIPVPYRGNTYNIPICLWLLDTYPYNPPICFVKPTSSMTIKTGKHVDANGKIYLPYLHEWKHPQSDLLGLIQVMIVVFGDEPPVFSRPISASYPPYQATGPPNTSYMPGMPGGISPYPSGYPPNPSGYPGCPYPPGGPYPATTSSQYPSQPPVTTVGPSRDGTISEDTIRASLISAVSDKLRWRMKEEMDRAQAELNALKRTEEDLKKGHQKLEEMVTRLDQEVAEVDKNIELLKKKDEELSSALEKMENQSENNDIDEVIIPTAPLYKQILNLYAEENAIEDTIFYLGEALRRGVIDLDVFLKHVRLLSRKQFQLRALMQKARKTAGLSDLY
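Fluorescence anisotropy tracks displacement of a FITC-tagged PTAP peptide (50 nM) from the Tsg101 binding domain (10 uM), following a 20 min room-temperature incubation at pH 7.5.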
GALK inh – inhibitors of human galactokinase. P51570. Potency, µM (top dose mostly 57.5 µM), for inactives: at the top dose activity change, negative = inhibition, hits mostly inhibitors. Purified GALK, Kinase-Glo residual ATP luminescence. AID 1868. actives 0.007% (n = 270,000); note: potency is the fitted concentration of half-maximal effect; % is set by controls: 0 for no effect and ±100 for the full control effect
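Kinase-Glo Plus luminescence measured ATP left after a 1 h room-temperature reaction. The reaction used 5 nM GALK, 100 uM galactose and 35 uM ATP at pH 8.0 (20 mM HEPES, 5 mM MgCl2, 60 mM NaCl, 1 mM DTT, 0.01% BSA).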
Coupling enz – counter-screen for Giardia aldolase inhibitors: coupling enzyme system | activity change, negative = inhibition, % at 58.2 µM, hits read low | coupling enzyme system counterscreen, AmpLite Red fluorescence | AID 2472 | actives 0.67% (n = 290,000); in the data active = activity change below about -30%; note: % is set by controls: 0 for no effect and ±100 for the full control effect
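Final compound at 57.5 uM, incubated 10 min at RT with coupling enzyme reagent (glyceraldehyde-3-phosphate), then 20 min with substrate and AmpLite Red detection. Fluorescence read at 525/598 nm; tests interference with the coupling assay, not aldolase inhibition.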
Giardia killer – Giardia lamblia killing; activity change, % at 7.66 µM, hits read low; actives 0.15% (n = 340,000); Giardia lamblia trophozoite viability; in the data active = activity change below about -80%; inconclusive = between about -30% and that limit;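 note: parasites exposed to compound for two days anaerobically before the ATP read; % is set by controls: 0 for no effect and ±100 for the full control effect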
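ATP-content bioluminescence gauges trophozoite survival. Cells (100/well) receive compound and incubate anaerobically for 48 hrs at 37 deg C; detection reagent follows for 15-30 min at room temperature.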
* hit, by the source's call; ? = inconclusive; . = no result given; [ ] = remark or other dose. Unless noted, calls come from the whole dose curve; as a rule, active = well fitted curve in the direction sought with a large enough effect; inconclusive = small, poorly fitted or top-dose-only effect, or another doubt; inactive = no such curve, though single readings can be large; an effect the other way counts as inactive or inconclusive. Some of the compounds tested; the hit share may differ from the screen's.

SMILES	B2AR arrestin	a7 integrin act	Menin-MLL TR inh	Chronic BCR inh	ASM inhibitor	Tb PFK block	PKM2 activator	TSG101-PTAP inh	GALK inh	Coupling enz	Giardia killer
COc1cc(NC(=S)NCCc2ccccc2)c(OC)cc1NC(=O)C(C)C	-0.3%	1%	.	-1%	-4%	-3%	1%	-5%	-1%	0	-4
CC(=O)c1ccc(OCCCC(=O)Nc2nnc(C3CC3)s2)cc1	-0.7%	-5%	.	4%	0%	5%	.	1%	.	.	-10
CSCc1cccc(C(=O)OC(C)C(=O)Nc2c(C)n(C)n(-c3ccccc3)c2=O)c1 (stereo not drawn)	-0.8%	-31%	.	-3%	2%	-1%	.	-4%	.	.	-14
COC(=O)C1=C(C)N=C2SC(C#N)=C(N)N2C1c1cc(OC)c(OC)c(OC)c1 (stereo not drawn)	-0.8%	4%	-4%	-2%	13%	-1%	3%	0%	2%	1	-20
Cc1nnc(NC(=O)CSc2nnc(Cc3ccccc3)n2Cc2ccccc2)s1	.	21%	-13%	.	3%	.	3%	-4%	6%	10	0
O=C(Nc1ccccc1Cl)NC1(C(=O)N2CCC(O)CC2)CCCCC1	-0.6%	-6%	?	0%	3%	2%	2%	-2%	-2%	0	-4
O=C(CSc1nnc(NC(=O)c2ccccc2F)s1)NC1CCCC1	-0.2%	0%	-13%	-2%	-2%	1%	-6%	-1%	-7%	-1	-14
COc1ccc([N+](=O)[O-])cc1NC(=O)C(C)Sc1nc(C)c(C)c(C)n1 (stereo not drawn)	-0.9%	-49%[inhibitor]	10%	1%	-1%	1%	1%	-1%	2%	3	-10
CCc1cc(C(=O)OC)c(NC(=O)C2CC(=O)NN2Cc2ccccc2)s1 (stereo not drawn)	0.4%	-15%	-20%	-4%	-10%	0%[0.46 µM]	1%	0%	-3%	0	-6
S=C(NCCc1ccc(Cl)cc1)NC1CC1	3.1%	-11%	1%	2%	1%	-6%	-12%	-2%	1%	-8	5
Cc1cc(C)cc(OCc2nnc(SCC(=O)N3CCCCC3)o2)c1	0.1%	-17%	-24%	9%	4%	-1%	4%	-3%	1%	1	-11
CCN(CC)C(=O)c1cccc(NC(=O)CCc2nc3sc4c(c3c(=O)[nH]2)CCCC4)c1	0.2%	-17%	.	0%	-1%	7%	.	-2%	.	.	-3
Cc1cc(Br)ccc1SCC(=O)OCC(=O)Nc1ccc2[nH]c(=O)[nH]c2c1	-0.2%	20%	.	4%	-1%	-3%	.	-2%	.	.	6
COc1cc2c(cc1OC)CN(C(=S)Nc1cccc(Cl)c1C)CC2	0.4%	-25%	.	-1%	3%	3%	2%	-1%	1%	1	26
O=C(/C=C/c1ccco1)NC(=S)Nc1nc(-c2ccc3ccccc3c2)cs1	-1.5%	6%	?	1%	-1%	1%	9%	0%	.	-1	?
Cc1ccc2oc(-c3cccc(NC(=O)Cc4cccs4)c3)nc2c1	-0.6%	55%	-1%	?	5%	0%	0%	1%	6%	4	-15
CC(Sc1nnc(Cc2ccc([N+](=O)[O-])cc2)o1)C(N)=O (stereo not drawn)	-0.4%	8%	-21%	7%	4%	-11%	-3%	-5%	-3%	0	-2
COc1ccc(CN(C)CC2CCCN(CCc3ccccc3C)C2)cc1O (stereo not drawn)	0.7%	-14%	-28%	-4%	0%	-2%	-1%	1%	3%	-1	8
Cc1ccc(C)c(OCCC(=O)Nc2cccc(S(=O)(=O)N3CCCC3)c2)c1	-0.2%	-22%	.	6%	-2%	1%	.	1%	.	.	7
CC1=Nn2c(nnc2-c2cc(C)[nH]n2)SC1	-1.1%	23%	-1%	?	5%	3%	18%	0%	3%	1	28
CC(C)(C)NC(=S)NC(C)(C)C	-0.5%	0%	?	0%	2%	3%	-3%	-6%	-1%	1	-4
CN(C)S(=O)(=O)c1ccc(C(=O)Nc2nc(-c3cccs3)cs2)cc1	-0.3%	0%	?	?	39%	-4%	1%	-2%	4%	1	-1
Nc1c(C(=O)O)ccc2c1C(=O)c1ccccc1C2=O	0.2%	-26%	?	?	-1%	-3%	-28%	-9%	2%	7	-6
O=C1CCC(=O)N1c1ccc(NCCc2ccccc2F)c([N+](=O)[O-])c1	0.1%	12%	19%	-3%	-7%	-3%	4%	-5%	-2%	-1	-16
CC1(C)Oc2ccc3ccc(=O)oc3c2/C(=C/Nc2ccccc2)C1=O	-2.7%	-2%	-14%	-11%	-16%	-4%	-4%	-2%	1%	1	34[activator]
O=C(CCCOc1ccccc1)N1CCCCC1	0.0%	4%	-13%	?	0%	-9%	-10%	0%	1%	-2	-15
CCNC(=S)Nc1ccc(Cc2ccncc2)cc1	0.0%	-20%	-2%	?	4%	2%	-1%	-4%	3%	0	-15
Cc1ccccc1NN1C(=O)C=CC1=O	2.7%	15%	-9%	-1%	4%	-8%	-1%	-3%	-3%	0	-7
COc1cc(OC)c(NC(=O)CCCNC(=O)Cn2cnc3sc(C)c(C)c3c2=O)cc1Cl	-0.7%	-22%	?	?	-5%	-1%	-2%	0%	14%	9	16
N#Cc1ccc(C[C@@H](NS(=O)(=O)c2ccc(C(=O)O)cc2)C(=O)O)cc1	-0.4%	.	-13%	14%	.	0%	.	.	.	6	.
O=c1[nH]nc(Cc2ccc([N+](=O)[O-])cc2)c2ccccc12	-0.3%	6%	6%	-19%	-3%	-19%	.	-1%	0%	2	?
Clc1ccc(-c2nc3nc4ccccc4nc3n2Cc2ccco2)cc1	-0.1%	8%	?	?	112%[activator]	3%	17%	-5%	-3%	-4	3
CCCN(C(=O)CSc1nnc(N)s1)c1c(N)n(Cc2ccccc2)c(=O)[nH]c1=O	-0.6%	-34%	.	2%	20%	0%	.	1%	.	.	8
CC(C(=O)OCC(=O)c1ccccc1)N1C(=O)c2ccccc2C1=O (stereo not drawn)	-0.6%	6%	6%	-1%	1%	1%	11%	-3%	3%	0	0
Cc1[nH]n(-c2ccccc2)c(=O)c1C1(C(F)(F)F)C(=O)N(c2ccc(F)cc2)C2=C1C(=O)CC(C)(C)C2 (stereo not drawn)	-1.9%	17%	.	?	0%	2%	2%	-11%	-4%	0	0
Cc1ccc(C(=O)NS(=O)(=O)c2ccc(N=NN(C)C)cc2)cc1	0.0%	-1%	19%	2%	-1%	-4%	-9%	-3%	5%	3	11
Cc1cc(NCc2ccccn2)ccc1Br	-1.1%	8%	1%	?	-5%	-4%	2%	-4%	-5%	.	31[activator]
Cc1ccc(-c2cnc(NC(=O)c3cccc(Br)c3)s2)c(C)c1	-0.7%	4%	?	10%	-12%	-1%	0%	5%	-2%	2	-4
O=C(CSc1nc(=O)n(CCCN2CCOCC2)c2c1CCCC2)Nc1ccccc1Cl	-0.1%	8%	.	-2%	1%	-5%	.	-1%	.	.	8
Cc1cc(C)nc(/N=C(\N)Nc2ccc(-c3ccccc3)cc2)n1	-0.3%	?	?	7%	-2%	0%	-9%	0%	13%	3	16
Cc1cc(C(=O)N2CCN(c3cccc(Cl)c3)CC2)c(C)o1	0.0%	-19%	-4%	?	-1%	-7%	20%	-2%	4%	0	9
CC1=NN(c2ccccc2)C(=O)C1C=Nc1ccc(N(C)C)cc1 (stereo not drawn)	-1.0%	3%	.	14%	-11%	-6%	2%	3%	2%	-12	-15
COCCOC(=O)C1=C(C)NC(=O)CC1c1cc2c(cc1Br)OCO2 (stereo not drawn)	-0.4%	-2%[7.66 µM]	4%	?	2%	1%	3%	-10%	0%	0	7
C=CCNC(=O)C1CC2Cn3c(nc4cc(C)c(C)cc43)C2N1C (stereo not drawn)	-0.6%	-35%	.	?	2%	-4%	-1%	-4%	4%	2	12
CN(Cc1nc2ccccc2c(=O)[nH]1)C(=O)c1ccc(S(=O)(=O)N(C)C)cc1	-0.2%	-27%	-1%	-1%	-1%	6%	-2%	-2%	2%	6	-8
O=C1c2ccccc2CC1Sc1nnc(-c2ccncc2)o1 (stereo not drawn)	-0.2%	-36%	7%	4%	2%	-2%	?	-10%	0%	3	1
